Compound activity as filed in PubChem BioAssay.
Yeast eIF2B = modulators of yeast eIF2B activity | AID 688 | inhibition, % at 25 µM (by protocol) | S. cerevisiae eIF2B-epsilon R284H, GCN4-lacZ luminescence | 0.91% of 27,000 active;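 active means mutant luminescence inhibited past about 50% while wild type luminescence and mutant growth stay under set limits, limit read from the data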; further: some compounds called inactive have numbers as strong as hits
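material = yeast eIF2B-epsilon R284H mutant carrying GCN4–beta-galactosidase fusion | schedule = 16 h growth with compound at 30 °C, 90 min Beta-Glo step | measured by = luminescence and A595 | compound dosing = one concentration, 25 µM, 0.25% DMSO | read-out basis = % inhibition of reporter signal and growth versus controls | buffer or medium = YPD medium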
Yeast tox = Inhibitors of S. cerevisiae growth, toxicity; S. cerevisiae wild-type growth, A595 turbidity, 16 h; growth inhibition, % at 25 µM (by protocol); 0.3% of 30,000 active;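 active means mutant and wild-type yeast strains alike exhibit over 30% growth inhibition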;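 further: 0% = untreated cell controls and 100% = YPD media blanks without cells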
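Test system: Wild-type and eIF2Bepsilon-R284H mutant S. cerevisiae, screened separately | Dosing: Single 25 µM compound dose in 0.2% DMSO | Schedule: 16 h compound exposure during growth at 30 °C | Detection: A595 turbidity | Evaluation: Growth inhibition (%) versus cell controls and blanks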
Yeast tox inhibition % = recorded beside Yeast tox, whose call it bears; growth inhibition, %; S. cerevisiae eIF2Bepsilon-R284H mutant growth, A595 turbidity, 16 h;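 each compound tested once at 25 µM; 0% equals untreated cells and 100% equals cell-free medium blanks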
Yeast eIF2B mutant toxicity = recorded beside Yeast eIF2B, whose call it bears; growth inhibition, %; measured here: mutant yeast growth, toxicity;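 each compound tested once at 25 µM; zero equals untreated control growth and 100 equals blank medium absorbance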
Active calls of the source: *; / = no result given.

SMILES	Yeast eIF2B	Yeast eIF2B mutant toxicity	Yeast tox	Yeast tox inhibition %
C=CCNC(=O)CN1CCC(O)(c2ccccc2)CC1	12	-7	14	-7
CCOc1cc(N2CCOCC2)c(OCC)cc1NC(=O)COC(=O)[C@H](Cc1c[nH]c2ccccc12)NC(C)=O	/	/	27	7
Cc1ccccc1-c1nc2cc(N)ccc2o1	29	2	6	2
C1CCc2c(nc3nnnn3c2NC2CCCC2)C1	16	-2	-9	-2
Cc1[nH]c2c(ccc3ccccc32)c1C1C(CCN)C1(C)C (stereo unspecified)	37	10	-44	10
CC(C)(C)NC(=O)c1cnn(-c2ccccc2)c1NC(=O)c1ccccc1	32	11	5	11
CCOc1ccccc1C(=O)N(Cc1ccccc1)Cc1cc2cc3c(cc2[nH]c1=O)OCCO3	-28	/	2	0
CCOC(=O)N1CCN(S(=O)(=O)c2ccc3c(c2)SC(C)C(=O)N3)CC1 (stereo unspecified)	10	5	0	5
CC(C)CC(NS(=O)(=O)c1ccccc1)C(=O)O (stereo unspecified)	/	/	18	17
N#Cc1c(NC(=O)CN2CCN(S(=O)(=O)c3ccc4c(c3)OCCO4)CC2)sc2c1CCC2	-22	-7	-23	-7
CC(C)C(=O)Nc1ncc(C(F)(F)F)cc1Cl	-10	-14	13	-14
Cc1ccc(NC(=O)NC2C(NC(=O)Nc3ccc(C)cc3)N(C)C(=O)N2C)cc1 (stereo unspecified)	35	14	-6	14
COC1=C(OC)c2ccccc2C(C(=O)O)N/C1=C(/C)Nc1ccncc1 (stereo unspecified)	23	10	3	10
O=S(=O)(c1ccccc1)N1CCC(N2CCN(c3ccccc3)CC2)CC1	27	9	10	9
CCCc1nnc(NC(=O)CCC(=O)NCc2ccccc2OC)s1	30	-5	-10	-5
COC(=O)Nc1ncc(CN2C(=O)c3ccccc3C2=O)s1	/	/	-11	-7
COc1ccc(N(C(=O)c2ccc(Cl)cc2)C2=CC3CCC(C2)N3C)cc1 (stereo unspecified)	9	10	12	10
CC1(C)CC2(CCO1)N1CC3(C)CN2CC(C)(C1)C3O (stereo unspecified)	/	/	2	-6
CCOC(=O)Cc1cc(=O)[nH]c(/N=C(\N)Nc2ccc(C)cc2C)n1	17	-6	14	-6
COc1ccc(-c2nnn(CC(=O)NCc3ccccc3)n2)cc1OC	28	8	9	8
O=C1CC(c2ccco2)CC(O)=C1C=Nc1ccc(Br)cc1 (stereo unspecified)	/	/	-6	5
O=C(COC(=O)C1(c2ccccc2F)CCCC1)NC1CCS(=O)(=O)C1 (stereo unspecified)	-3	4	11	4
O=C(C(c1ccccc1)c1ccccc1)N1CCC(c2nc(-c3ccccc3Cl)no2)CC1	0	/	/	/
CC1CCN(c2nc3ccccc3nc2N2CCC(C)CC2)CC1	21	-24	18	-24
Cc1ccc(CNC(=O)CCCC(=O)O)cc1	18	17	24	17

(listing goes on)
SMILES	Yeast eIF2B	Yeast eIF2B mutant toxicity	Yeast tox	Yeast tox inhibition %
O=C(O)C1C2C=CC(C2)C1C(=O)OCc1ccccc1 (stereo unspecified)	14	/	0	0
Cc1ccc(Cl)cc1N1CCN(C(CC(C)C)c2nnnn2CC2CCCO2)CC1 (stereo unspecified)	8	10	-8	10
Cc1cccc(C)c1OCC(=O)Nc1cccc(NC(=O)c2ccco2)c1	30	/	/	/
CC1(C)CC(=O)c2cc(OCC(=O)N3CCOCC3)ccc2O1	27	11	4	11
CC1CCN(C(=S)NC(=O)c2ccccc2)CC1	18	16	11	16
CC(=O)Nc1ccc2c(c1)ncn2C	24	18	22	18
COc1cccc(NC(=O)C2CCN(S(C)(=O)=O)CC2)c1	16	4	2	4
Cn1c(COc2ccccc2)nnc1SCC(=O)Nc1ccc2c(c1)OCO2	19	4	6	4
CCn1c(CSc2nc3ccccc3s2)nnc1SCC(=O)OC(C)(C)C	17	-20	0	-20
O=c1oc2c(CN3CCOCC3)c(O)c(Cl)cc2c2c1CCC2	-44	-7	-3	-7
CCOC(=O)C1CCN(C(=O)c2cccnc2)CC1	16	12	10	12
COc1ccc(CN(C(=O)CSc2nnc(-c3ccccc3C)o2)c2ccc(F)cc2)cc1	-38	/	/	/
CC(Sc1nc(N)cc(=O)[nH]1)C(=O)NC1CCCCC1 (stereo unspecified)	27	/	/	/
CCN(CC)S(=O)(=O)c1ccc2c(c1)nc(SC(C)C(N)=O)n2-c1ccc(OC)cc1 (stereo unspecified)	/	/	11	17
Cc1nn(-c2ccccc2)c2c1C(c1c(C)[nH]c(C#N)c1C)C(C#N)=C(N)O2 (stereo unspecified)	53*	/	-7	4
CN1CCN(C(=O)c2cc3ccccc3oc2=O)CC1	30	-19	4	-19
CN(C(=O)COc1ccccc1)c1nnc(-c2ccncc2)s1	10	/	/	/
COc1ccccc1Cn1c(=S)[nH]c2cc(C(=O)NCCN3CCOCC3)ccc2c1=O	20	-7	10	-7
COc1cc(OC)cc(C(=O)NCCNC(=O)c2ccccc2)c1	29	-4	4	-4
CC(C)(C)NC(=O)Cn1c(SCC(=O)Nc2nccs2)nc2ccccc21	0	-29	9	-29
O=C(O)c1cccc(S(=O)(=O)Nc2ccc3oc(=O)sc3c2)c1	/	/	0	16
CC1=C(C(=O)OCC2CCCO2)C(c2cccc(C(F)(F)F)c2)C2=C(CC(c3ccco3)CC2=O)N1 (stereo unspecified)	/	/	8	5
COc1ccc(C)cc1NC(=O)CN1C(=O)c2cccc3cccc1c23	0	12	-22	12
Cc1cccc(NC(=O)c2sc3nc4c(c(-c5cccs5)c3c2N)CN(C)CC4)c1	13	-2	-1	-2
Clc1ccccc1CSc1nnc(-c2cccnc2)n1Cc1ccco1	2	-15	-19	-15

More entries follow:
SMILES	Yeast eIF2B	Yeast eIF2B mutant toxicity	Yeast tox	Yeast tox inhibition %
Cc1oc2c(CN3CCCC3)c(O)ccc2c(=O)c1Oc1ccccc1Br	2	-18	-11	-18
N#CC(C(=O)C1CCCCC1)c1nc2ccccc2[nH]1 (stereo unspecified)	0	/	8	0
O=C(Nc1nnc(Cc2ccccc2)s1)c1ccco1	19	25	15	25
CC1(C)N=C(SCC(=O)Nc2ccc(Cl)cc2)C(c2ccc(Cl)cc2)=N1	/	/	-4	-1
CCCCn1c(C)nc2c(=O)n(C)c(=O)[nH]c21	21	4	27	4
O=C(COC(=O)CCc1c[nH]c(=O)[nH]1)Nc1ccccc1Cl	14	12	-10	12
CC(=O)c1ccc(N(C(=O)Cn2nnc3ccccc32)C(C(=O)NC2CCCCC2)c2cn(C)nc2C)cc1 (stereo unspecified)	24	-15	5	-15
O=c1nc(N2CCOCC2)nc2n1CCO2	/	/	14	-4
O=C(Nc1ccccc1Oc1ccccc1)c1cnccn1	1	9	9	9
CCCCNS(=O)(=O)C1CCS(=O)(=O)C1 (stereo unspecified)	/	/	9	15
O=c1[nH]c(CN2CCN(c3ccc(F)cc3)CC2)nc2ccccc12	17	-10	19	-10
COc1ccc(OC)c(NC(=O)C2COc3ccccc3O2)c1 (stereo unspecified)	18	12	17	12
COCCOC(=O)C1=C(C)NC(=O)NC1c1c(OC)ncnc1OC (stereo unspecified)	-3	-10	5	-10
CC1(C)NC(=O)N(CCCCOc2ccc(Br)cc2Cl)C1=O	-32	-3	8	-3
COc1ccc(NC(=O)C2CC(=O)OC23CCOC(C)(C)C3)cc1 (stereo unspecified)	21	10	6	10
O=C(c1ccc(Br)cc1)C1CCc2occc2C1=O (stereo unspecified)	25	7	26	7
COc1cc(NC(=O)c2cc3sccc3n2C)cc(OC)c1	18	-5	2	-5
O=C(C[n+]1ccc(C(=O)N/N=C/c2ccc(Cl)cc2Cl)cc1)c1ccccc1	36	11	31	11
CCN(/C=N/c1sc2c(c1C#N)CCCCC2)CC	/	/	-2	8
CCC(=O)NC(C)C(c1cccs1)N1CCOCC1 (stereo unspecified)	33	6	6	6
CCCCn1c(N)c(-c2nc3ccccc3s2)c2c([N+](=O)[O-])nn(CC)c(=O)c21	/	/	15	-12
Cn1c(N)c(C(=O)COC(=O)C2(c3cccc(F)c3)CCCC2)c(=O)n(C)c1=O	26	-4	-6	-4
Cc1ccc(OCc2nnc(SCc3cc(=O)[nH]c4ccccc34)o2)cc1	1	-45	-59	-45
O=S(=O)(c1ccc(-c2nnc(SCc3ccccc3)o2)cc1)N1CCCC1	20	-9	-23	-9
Cc1cc(C)c(C(N)=O)c(Nc2ccc3c(c2)OCCO3)n1	-6	-9	15	-9

Single records, from the list above:
`N#CC(C(=O)C1CCCCC1)c1nc2ccccc2[nH]1` (stereo unspecified) as listed: Yeast eIF2B = 0; Yeast eIF2B mutant toxicity = /; Yeast tox = 8; Yeast tox inhibition % = 0
`COCCOC(=O)C1=C(C)NC(=O)NC1c1c(OC)ncnc1OC` (stereo unspecified) as listed: Yeast eIF2B = -3; Yeast eIF2B mutant toxicity = -10; Yeast tox = 5; Yeast tox inhibition % = -10

New compounds follow
SMILES	Yeast eIF2B	Yeast eIF2B mutant toxicity	Yeast tox	Yeast tox inhibition %
O=S(=O)(c1ccc(Oc2ccc(Br)cc2F)nc1)N1CCCCC1	19	-25	-8	-25
CCC(C)(C)n1nnnc1C(c1cccnc1)N1CCN(c2cccc(C(F)(F)F)c2)CC1 (stereo unspecified)	21	-18	1	-18
O=C(NCc1ccc2c(c1)OCO2)C1CC(c2ccc(Cl)cc2)=NO1 (stereo unspecified)	-36	-29	0	-29
CCC(=O)c1ccc(OCC(O)CN2CCOCC2)cc1 (stereo unspecified)	24	/	7	0
N#CCCn1cc(/C=N/O)c(-c2ccc(Cl)cc2)n1	-29	-5	1	-5
Cc1ccc2cc(C(c3nnnn3Cc3ccccc3)N3CCc4ccccc43)c(=O)[nH]c2c1C (stereo unspecified)	/	/	33	15
O=c1c2ccccc2nc(-c2ccc(Cl)c(Cl)c2)n1O	14	6	9	6
CCn1c(Cc2c(C)[nH]c3ccccc23)n[nH]c1=S	21	-5	-24	-5
Cc1c(NC(=O)CSc2n[nH]c(-c3ccccc3)n2)c(=O)n(-c2ccccc2)n1C	17	8	8	8
COc1ccc(C(=O)N2CCC(C(=O)NCc3ccccn3)CC2)cc1	30	-10	12	-10
O=C1N/C(=C\c2ccccc2)c2ccccc21	35	-7	-3	-7
CC(=O)c1cc(-c2ccc(F)cc2)n(CCC(=O)Nc2cc(C)[nH]n2)c1C	-4	8	-9	8
CN(C)S(=O)(=O)c1cc(C(=O)NCC2CCCO2)c(Cl)cc1Cl (stereo unspecified)	-7	6	-3	6
CCOn1c(=O)c(-c2cccs2)[n+]([O-])c2ccccc21	22	12	6	12

Of the compounds above, 14 have an aryl methoxy group:
SMILES	Yeast eIF2B	Yeast eIF2B mutant toxicity	Yeast tox	Yeast tox inhibition %
CCCc1nnc(NC(=O)CCC(=O)NCc2ccccc2OC)s1	30	-5	-10	-5
COc1ccc(N(C(=O)c2ccc(Cl)cc2)C2=CC3CCC(C2)N3C)cc1 (stereo unspecified)	9	10	12	10
COc1ccc(-c2nnn(CC(=O)NCc3ccccc3)n2)cc1OC	28	8	9	8
COc1cccc(NC(=O)C2CCN(S(C)(=O)=O)CC2)c1	16	4	2	4
COc1ccc(CN(C(=O)CSc2nnc(-c3ccccc3C)o2)c2ccc(F)cc2)cc1	-38	/	/	/
CCN(CC)S(=O)(=O)c1ccc2c(c1)nc(SC(C)C(N)=O)n2-c1ccc(OC)cc1 (stereo unspecified)	/	/	11	17
COc1ccccc1Cn1c(=S)[nH]c2cc(C(=O)NCCN3CCOCC3)ccc2c1=O	20	-7	10	-7
COc1cc(OC)cc(C(=O)NCCNC(=O)c2ccccc2)c1	29	-4	4	-4
COc1ccc(C)cc1NC(=O)CN1C(=O)c2cccc3cccc1c23	0	12	-22	12
COc1ccc(OC)c(NC(=O)C2COc3ccccc3O2)c1 (stereo unspecified)	18	12	17	12
COCCOC(=O)C1=C(C)NC(=O)NC1c1c(OC)ncnc1OC (stereo unspecified)	-3	-10	5	-10
COc1ccc(NC(=O)C2CC(=O)OC23CCOC(C)(C)C3)cc1 (stereo unspecified)	21	10	6	10
COc1cc(NC(=O)c2cc3sccc3n2C)cc(OC)c1	18	-5	2	-5
COc1ccc(C(=O)N2CCC(C(=O)NCc3ccccn3)CC2)cc1	30	-10	12	-10

Only part of the results is shown; count on the stated rates, not on these rows.
